Epigenetic mod: derepresses silenced GFP locus in mouse C127i cells | mouse C127i GFP locus derepression, cytometry, 30 h | Potency, µM (top dose mostly 46.1 µM), inactives show at the top dose GFP derepression (activation) | 68,000 compounds, 0.09% hits | AID 597; also: % of control where 0% means no effect
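Murine C127i mammary cells carrying a silenced, stably integrated CMV-driven GFP reporter were treated with compound for 30 hours at 37 C. After PBS washes, GFP-positive cells were counted by laser-scanning microplate cytometry.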
BRCT PPI green: inhibitors of human BRCA1 BRCT-phosphoprotein interaction (green fluorophore); AID 875; 75,000 compounds, 0.05% hits; Potency, µM (highest dose often 76.9 µM), for inactives: at the highest dose activity change, negative = inhibition, hits mostly inhibitors; P38398; BRCA1 BRCT-phosphopeptide binding, green fluorescence polarization;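 also: potency is read from the fitted curve at half-maximal effect; plate controls were peptide without protein for full effect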
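Compounds were incubated for 12 min at room temperature with a complex of 100 nM fluorescein-tagged pBACH1 decapeptide and 250 nM His-tagged BRCT protein. Buffer was phosphate pH 7.3 with EDTA, DTT and Tween 20. Disruption of binding lowers the polarization signal.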
Fluorescein fluor: fluorescein region autofluorescence; Compound autofluorescence, 480/540 nm, fluorescein-equivalent; active compounds read high; max fluorescein-equivalent concentration, M; 59,000 compounds, 0.91% hits; AID 593; in the data active = max fluorescein-equivalent concentration above about 10 nM; inconclusive = between about 1.1 nM and that limit
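First, buffer (100 mM Tris, pH 8.0) dispensed; second, compounds and fluorescein standards pinned in; third, 15 min room-temperature incubation; finally, imaging at ex 480 nm/em 540 nm. Fluorescence normalized against the six-point fluorescein curve.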
4-MU autofl: compounds fluorescent in 4-MU spectral region. AID 589. compound autofluorescence, 340/450 nm, 4-MU equivalents; active compounds read high. 59,000 compounds, 11% hits. max dye-equivalent concentration, M; in the data active = max dye-equivalent concentration above about 10 nM; inconclusive = mostly about 1.1 nM to 9.6 nM
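Compounds in 100 mM Tris, pH 8.0, sat 15 min at room temperature before fluorescence was read at 340 nm excitation/450 nm emission; a per-plate six-point 4-MU standard curve converted signals to dye-equivalent concentration at each compound concentration.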
USP2a inhib: blocks human ubiquitin-specific protease USP2a; 60,000 compounds, 0.1% hits; USP2a enzymatic assay, qHTS inhibition; AID 927; Potency, µM (top dose mostly 38.3 µM), inactives show top-dose activity change, negative = inhibition, hits mostly inhibitors; O75604;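 also: potency is read from the fitted curve at half-maximal effect; nearly all actives have a fitted effect of over 60% in size; plate controls were DMSO for no effect and NEM full inhibition control for full effect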
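Inhibition is measured in a cell-free coupled assay with 20 nM USP2 core, 20 nM Ub-PLA2 and 20 uM NBD C6-HPC, 2.5 h incubation. Activity normalized to NEM control.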
Casp1 inh: caspase-1 (human) inhibition, allosteric or competitive; P29466; Caspase-1 enzyme, Ac-WEHD-AFC fluorogenic rate; Potency, µM (doses to about 57.5 µM), for inactives: at the top dose activity change, negative = inhibition, hits mostly inhibitors; 75,000 compounds, 0.03% hits; AID 900;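 also: potency is read from the fitted curve at half-maximal effect; plate controls were vehicle for no effect and no substrate for full effect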
Target sequence (P29466 120-297 limits assumed): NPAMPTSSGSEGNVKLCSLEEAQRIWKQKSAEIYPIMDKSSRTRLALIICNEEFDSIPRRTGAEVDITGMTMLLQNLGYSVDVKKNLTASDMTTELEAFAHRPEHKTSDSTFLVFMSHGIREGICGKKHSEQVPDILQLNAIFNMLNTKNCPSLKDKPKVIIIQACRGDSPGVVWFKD
Target sequence (P29466 317-404 limits assumed): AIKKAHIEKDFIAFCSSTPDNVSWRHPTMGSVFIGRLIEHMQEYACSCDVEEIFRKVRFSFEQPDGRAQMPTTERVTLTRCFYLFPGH
BRCT PPI red: inhibitors of human BRCA1 BRCT-phosphoprotein interaction (red fluorophore); P38398; BRCT-phosphopeptide binding, red fluorescence polarization; Potency, µM (titrated, usually from 76.9 µM), for inactives: top-dose activity change, negative = inhibition, most hits filed as inhibitors; 75,000 compounds, 0.03% hits; AID 892; also: % is scaled to controls: 0 for no effect and ±100 for the full control effect
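Fluorescence polarization: 100 nM His-tagged BRCA1 BRCT with 100 nM TAMRA-labelled phospho-BACH1 decapeptide, phosphate buffer pH 7.3 with 150 mM NaCl, DTT, 0.01% Tween 20; 12 min RT. Binding inhibition seen as FP decrease.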
Ub-GFP proteasome: proteasome inhibitors stabilizing ubiquitin-GFP reporter; 67,000 tested, under 10 active; Potency, µM (titrated, usually from 45.9 µM), inactives show top-dose activation (GFP accumulation), hits mostly activators; Ubiquitin-GFP reporter cells, proteasome inhibition, GFP fluorescence; response scale: untreated = 0%, 10 µM MG-132 = 100%; active = well fitted activation curve with a large enough effect, not every such curve was filed as active; inconclusive = small, poorly fitted or top-dose-only effect, or another doubt; inactive = no such curve, though single readings can be large or run the other way; also: potency is read from the fitted curve at half-maximal effect
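GFP accumulation read-out: laser plate cytometry counting ubiquitin(G76V)-GFP-expressing U2OS cells after 4 hr compound exposure at 37 °C. Titrations spanned 46 uM to 2.9 nM; 0% = basal, 100% = 10 uM MG-132; concentration-response curves fitted.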
A350 fluor: compound fluoresces in the Alexa 350 spectral region. AID 590. 59,000 compounds, 11% hits. Compound autofluorescence, 340/450 nm, Alexa 350 dye-equivalents; active compounds read high. max dye-equivalent concentration, M; in the data active = max dye-equivalent concentration above about 10 nM; inconclusive = mostly about 1.1 nM to 9.6 nM
HEK293 cAMP cs: parental HEK293 cAMP activation (counter-screen). parental HEK293 CNG cAMP sensor, membrane potential fluorescence. Potency, µM (titrated, usually from 57.1 µM), inactives show top-dose activation, actives largely listed as activators. 73,000 compounds, 2.5% hits; also: potency is read from the fitted curve at half-maximal effect; % of control where 0% means no effect; nearly all actives have a fitted effect of over 55% in size
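Counterscreen for endogenous-receptor signalling: CNG-channel HEK 293 cells report cAMP rise by membrane depolarization. After 60 min dye equilibration with 100 uM RO 20-1724, compounds incubated 30 min before bottom-read fluorescence at 590 nm.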
Caspase-7 inhib: caspase-7 (human) inhibition, allosteric or competitive; P55210; AID 889; recombinant caspase-7, Ac-DEVD-AFC fluorescence rate; 75,000 compounds, 0.02% hits; Potency, µM (highest dose often 57.5 µM), inactives show at the highest dose activity change, negative = inhibition, usual class: inhibitors; active = well fitted inhibition curve with a large enough effect in the main read-out, with a control signal flat, not every such curve was filed as active; inconclusive = small, poorly fitted or top-dose-only effect, or a change in a side signal; also: potency is read from the fitted curve at half-maximal effect; % of control where 0% means no effect
Target sequence (P55210 24-198 limits assumed): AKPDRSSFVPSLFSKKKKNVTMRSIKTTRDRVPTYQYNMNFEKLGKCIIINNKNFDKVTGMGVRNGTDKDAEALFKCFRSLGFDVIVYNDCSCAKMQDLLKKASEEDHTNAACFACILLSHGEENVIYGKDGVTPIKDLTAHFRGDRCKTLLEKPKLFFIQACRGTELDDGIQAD
Target sequence (P55210 207-303 limits assumed): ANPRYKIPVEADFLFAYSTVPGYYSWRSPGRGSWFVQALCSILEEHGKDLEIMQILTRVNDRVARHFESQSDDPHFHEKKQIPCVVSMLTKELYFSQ
Starred values were filed as active, the others as inactive; i = inactive; ? = inconclusive; . = no result given; [ ] = remark or other dose. Unless noted, calls follow the shape of the dose curve; as a rule, active = well fitted curve in the direction sought with a large enough effect; inconclusive = small, poorly fitted or top-dose-only effect, or another doubt; inactive = no such curve, though single readings can be large; an effect the other way counts as inactive or inconclusive. Only part of the results is shown; rates above refer to the full screens.

SMILES	Epigenetic mod	BRCT PPI green	Fluorescein fluor	4-MU autofl	USP2a inhib	Casp1 inh	BRCT PPI red	Ub-GFP proteasome	A350 fluor	HEK293 cAMP cs	Caspase-7 inhib
O=S(=O)(c1cccc(-c2nnc(SCc3ccc(Cl)cc3)o2)c1)N1CCCCC1	2.5%	-2.1%	i	i	2.4%	-0.6%	-1.3%	-3.4%	i	?	-0.8%[0.00368 µM]
CO/N=C(/C(=O)N[C@@H]1C(=O)N2C(C(=O)O)=C(COC(N)=O)CS[C@H]12)c1ccco1	.	0.5%	.	.	.	-2.6%	0.4%	.	.	-20.4%	-1.3%
Cc1ccccc1OC1C=CC(C#Cc2ccc(Br)cc2)OC1CO (stereo not drawn)	.	-0.3%[15.4 µM]	.	.	.	-5.1%[11.5 µM]	0.7%[15.4 µM]	.	.	-5.3%[11.4 µM]	-7.5%[11.5 µM]
CC(=O)c1cccc(NC(=O)CN(c2cccc(F)c2)S(C)(=O)=O)c1	-1.6%	1.2%	i	6.53e-08M*	0.9%	0.3%	-1.3%	0.3%	4.48e-08M*	4.7%	2.0%
CCOc1ccc(OCC(=O)Nc2ccc(S(=O)(=O)Nc3cc(C)nc(C)n3)cc2)cc1	-1.7%	-0.6%	?	i	48.1%[activator]	1.8%	1.9%	3.4%	i	6.3%	-2.8%
CSc1nc2ccccc2n1Cc1cccc(F)c1	-3.2%	-0.7%	i	i	1.2%	-0.5%	-0.5%	-3.6%	i	?	-1.0%
Cc1ccc(-c2nn3c(C)nnc3s2)cc1NC(=O)c1cccs1	2.1%	-0.9%	i	i	34.9%[activator]	-2.2%	-0.6%	0.0%	i	0.3%	-8.3%
O=C(NCc1ccco1)NCC(F)(F)F	6.5%	0.3%	?	?	-10.4%	-0.9%	0.9%	-4.7%	?	6.7%	-0.7%
O=C(O)CSc1nnc(-c2ccc(S(=O)(=O)N3CCCC3)cc2)n1Cc1ccco1	1.3%	-0.2%	i	i	0.1%	0.7%	0.6%	-1.3%	i	8.3%	2.3%
CCNc1nc(NC(C)C)nc(N(C#N)CCOc2ccc(Cl)cc2Cl)n1	3.4%	1.0%	i	i	34.8%	-9.3%	-1.9%	-4.5%	i	31.6µM*	-15.1%
C=CCn1c(SCC(=O)Nc2ccc3c(c2)OCO3)nc2ccccc2c1=O	-2.1%	-0.8%	?	i	6.2%	-1.9%	-1.7%	.	i	?	-3.3%
N#Cc1c(/N=C/c2ccco2)oc(-c2ccccc2)c1-c1ccccc1	0.0%	-1.1%	i	i	11.8%	-0.2%	0.4%	-6.1%	i	-2.1%	-1.6%
CCc1ccccc1OCc1nnc(N)s1	3.7%	-2.3%	i	?	0.5%	0.9%	-0.3%	1.4%	?	11.4%	0.3%
CN1CCCC2(CCN(C(=O)c3cc(C(F)(F)F)cc(C(F)(F)F)c3)CC2)C1	0.0%[9.22 µM]	0.1%	i	i	56.0%[activator]	-3.6%	-4.1%	-3.1%	i	?	0.1%
Nc1c(NCCCN2CCOCC2)c2ccccc2oc1=O	2.9%	0.3%	i	i	3.5%	-4.7%	-0.8%	11.1%	?	-3.3%	-0.7%
CCOC(=O)c1c(C)c(C(=O)NCC2CCCO2)c(C)n1CC (stereo not drawn)	-9.1%	-1.9%	i	i	6.3%	1.1%	-1.6%	5.4%	i	8.2%	-0.4%
N#Cc1c(C#N)c(-c2ccccc2)n(-c2ccc(C(=O)O)cc2)c1N	-2.2%	-2.7%	?	i	8.8%	-10.1%	-1.9%	-0.9%	i	?	2.9%
Cc1nn(C)c(C)c1NC(=O)CCSc1nc(-c2ccco2)cc(C(F)(F)F)n1	2.3%	1.7%	i	i	.	-1.0%	1.3%	3.2%	i	?	0.4%
COC(=O)c1sc(S(=O)(=O)N2CCCCC2)c(C(=O)OC)c1C	5.8%	-2.0%	i	i	-6.6%	-0.7%	-0.3%	2.7%	i	?	1.2%
O=C(O)[C@@H]1C[C@@H](C(=O)O)N1	-2.5%	-3.2%	.	.	1.2%	2.9%	-1.3%	3.8%	.	1.7%	-0.9%

Single records (already shown). Order of screens: Epigenetic mod	BRCT PPI green	Fluorescein fluor	4-MU autofl	USP2a inhib	Casp1 inh	BRCT PPI red	Ub-GFP proteasome	A350 fluor	HEK293 cAMP cs	Caspase-7 inhib
`CN1CCCC2(CCN(C(=O)c3cc(C(F)(F)F)cc(C(F)(F)F)c3)CC2)C1` is listed with 0.0%[9.22 µM]	0.1%	i	i	56.0%[activator]	-3.6%	-4.1%	-3.1%	i	?	0.1%
`Cc1ccccc1OC1C=CC(C#Cc2ccc(Br)cc2)OC1CO` (stereo not drawn) is listed with .	-0.3%[15.4 µM]	.	.	.	-5.1%[11.5 µM]	0.7%[15.4 µM]	.	.	-5.3%[11.4 µM]	-7.5%[11.5 µM]
`COC(=O)c1sc(S(=O)(=O)N2CCCCC2)c(C(=O)OC)c1C` is listed with 5.8%	-2.0%	i	i	-6.6%	-0.7%	-0.3%	2.7%	i	?	1.2%

Next section:
SMILES	Epigenetic mod	BRCT PPI green	Fluorescein fluor	4-MU autofl	USP2a inhib	Casp1 inh	BRCT PPI red	Ub-GFP proteasome	A350 fluor	HEK293 cAMP cs	Caspase-7 inhib
COc1ccccc1OC(=O)c1ccc(SC)cc1OC	2.3%	-2.8%	i	i	3.1%	0.6%	1.1%	2.4%	i	3.9%	-1.3%
O=C(CCn1c(=O)[nH]c2ccccc2c1=O)N1CCN(c2ccc(Cl)cc2)CC1	-1.4%	-5.8%	i	i	27.3%	1.2%	0.5%	9.6%	i	20.9%	-2.3%
CCOc1ccccc1-n1c(SCC(N)=O)nnc1-c1ccc(O)cc1	-1.3%	0.2%	?	i	-6.6%	2.4%	-0.8%	1.1%	i	18.6%	0.4%
Cc1cc(C)cc(N(CC(=O)NCc2ccc3c(c2)OCO3)C(=O)CCC(=O)Nc2ccccn2)c1	0.0%	-2.4%	i	i	.	-1.5%	-0.4%	0.5%	i	11.6%	3.5%
COc1ccc2cc(CCC(C)=O)ccc2c1	3.4%[20.6 µM]	0.0%[3.08 µM]	?	i	3.4%	-1.6%	-0.7%	-6.4%[20.5 µM]	i	2.0%[25.6 µM]	0.7%
CCC(Oc1ccccc1)C(=O)NCc1cccnc1 (stereo not drawn)	-2.7%	-1.2%	i	i	1.6%	-1.2%	-0.2%	2.2%	i	1.9%	-0.1%
CCOC(=O)C1CCN(C(=O)CSCc2nc(-c3ccc(OCC)cc3)oc2C)CC1	2.9%	1.9%	i	i	13.4%	0.0%	0.3%	12.6%	i	?	-4.1%
N=C1C=CC(=C(c2ccc(N)cc2)c2ccc(N)cc2)C=C1	4.7%[9.22 µM]	6.2%[15.4 µM]	?	i	.	-1.1%[11.5 µM]	0.8%[15.4 µM]	0.3%[9.17 µM]	i	23.2%[11.4 µM]	-0.7%[11.5 µM]
CCN(CC)S(=O)(=O)c1cccc2nsnc12	-5.8%	-0.4%	i	i	1.9%	-1.4%	-0.4%	-4.2%	i	6.8%	-0.4%
O=C(Nc1ccncc1)c1cc([N+](=O)[O-])ccc1Cl	.	-1.1%	.	.	.	-3.3%	-1.0%	.	.	15.8%	0.4%
CCn1c(=O)cc(SCC(=O)Nc2cccnc2)c2ccccc21	-2.1%	3.3%	i	i	20.8%	-1.4%	-1.5%	.	i	-2.6%	-0.5%
O=C(Nc1ccc(Cl)cc1)N1CC=CCC1	-2.0%	-2.6%	.	.	7.1%	-2.8%	-1.0%	1.6%	.	9.9%	-0.9%
CCOc1cc(C(=O)Nc2cnccn2)cc(OCC)c1OCC	-1.6%	-0.7%	i	i	7.9%	-0.9%	-1.6%	-0.4%	i	?	0.4%
CCCc1cc(=O)oc2cc3occ(C)c3cc12	4.4%	-0.2%	.	.	11.9%	-1.6%	-0.7%	-9.2%	.	?	-2.1%
Cc1csc(NC(=O)C2C3C=CC(O3)C2C(=O)O)n1 (stereo not drawn)	4.3%	-2.9%	i	i	-6.0%	-0.5%	0.0%	1.3%	i	1.1%	-1.1%
O=C(C1CCC(CNc2c(N3CCCCC3)c(=O)c2=O)CC1)N1CCc2ccccc2C1 (stereo not drawn)	.	-1.6%	.	.	.	0.1%	-0.2%	-10.0%	.	26.1%	-0.8%
COc1cc(N2C(=O)NC3CC2(C)Oc2ccccc23)cc(OC)c1OC (stereo not drawn)	2.0%	-0.7%	i	i	0.0%	1.1%	-0.3%	1.4%	i	-0.7%	0.8%
O=C(CC1Nc2ccccc2NC1=O)NCCCN1CCCCCC1 (stereo not drawn)	0.0%	-2.1%	i	2.97e-08M*	4.8%	-4.2%	0.0%	2.9%	3.39e-08M*	5.2%	-5.3%
Cc1cccc(Nc2nc(N)nc(CN3CCC(C(N)=O)CC3)n2)c1C	0.0%	-2.1%	i	i	4.4%	-1.3%	1.5%	.	i	-1.7%	-2.4%
c1coc(CNc2ncnc3c2oc2ccccc23)c1	-3.7%	1.5%	?	i	0.2%	-1.3%	-0.3%	.	i	28.3%	-1.1%
O=C(NCc1ccccn1)c1n[nH]c2ccccc12	3.3%	-3.7%	i	i	-5.4%	3.9%	-0.1%	-0.9%	i	1.1%	-1.4%
